esBAF inh – inhibitors of esBAF chromatin remodeling in mouse ES cells | Bmi1-luciferase knock-in reporter, 24 h; 100% = twice the neutral-well signal | AID 602393 | actives 2% (n = 350,000) | reporter increase, % at 12.5 µM; in the data active means activation above about 40%; inconclusive means no clear call, values can overlap the other calls;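 further: 0% = median of the plate's neutral control wells and 100% = double that signal; a rise in the Bmi1 reporter signal indicates esBAF inhibition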
Starred values were filed as active, the others as inactive; u = inconclusive. The list is partial (hit frequency here may not be typical).

esBAF inh	smiles
-5	Cc1onc(-c2ccccc2Cl)c1C(=O)NCCN1Cc2ccccc2C1=O
-13	CCN(CC)S(=O)(=O)c1ccc(Cl)c(C(=O)NC)c1
-4	COc1cc2cc(CN(C(=O)NC3CCCCC3)C3CCCC3)c(=O)[nH]c2cc1OC
-4	C=CCOC(=O)C1=C(C)NC(=O)NC1C1CC=CCC1 (centres undefined)
59*	O=C(COc1ccc(Cl)cc1Cl)NC(=O)N1CCCCC1
-2	CC1CCN(C(=O)C2(NC(=O)Nc3cccc(F)c3)CCCCC2)CC1
12	CCOc1ccc(OCc2ccc(C(=O)NCc3cccnc3)o2)cc1
2	CCOC(=O)c1c(-c2cccs2)csc1NC(C)=O
-14	CCc1ccc2c(c1)C1(NN=C(c3ccccc3)S1)C(=O)N2 (centres undefined)
6	COC(=O)c1ccc(C(=O)OC)c(NC(=O)CSCc2ccc(Cl)cc2)c1
-1	COCCNC(=O)C(C)OC(=O)c1cc2occc2n1C (centres undefined)
-11	Cc1nc(N2CCC(C)CC2)c2oc3ccccc3c2n1
-7	CC1=C(C#N)C(=O)OC(C)(C)C1
1	COc1ccc(-c2n[nH]c(=S)n2C2CCCCC2)cc1
-1	O=C(c1n[nH]c(=O)c2ccccc12)N1CCOCC1
8	COc1ccc(NC(=O)C2CCN(S(C)(=O)=O)CC2)cc1Cl
u	CCn1nnnc1SCC(=O)c1ccc2c(c1)OCCO2
31	Cc1c(-c2nnc(-c3ccc(C(F)(F)F)cc3)o2)cnn1-c1ccccc1
3	CCOCCCNC(=O)c1c[nH]c2cc(C)ccc2c1=O
-4	COc1ccc(Cl)cc1NC(=S)N1CCN(C(=O)c2ccco2)CC1
-4	Cn1c(SCC(=O)N2CCCc3ccccc32)nnc1-c1ccco1
-4	CCCn1c(SCC(=O)c2ccc(OC)c(OC)c2)nc2c1c(=O)n(C)c(=O)n2C
3	NS(=O)(=O)c1ccc(-n2nncc2C23CC4CC(CC(C4)C2)C3)cc1
4	CN(C)C(=O)N1CCC(C(=O)NCc2ccccc2Cl)CC1
10	Cc1cc(C)nc(NS(=O)(=O)c2ccc(NC(=O)c3ccc4c(c3)OCO4)cc2)n1

A second format for some results above.
mol,esBAF inh
COc1ccc(Cl)cc1NC(=S)N1CCN(C(=O)c2ccco2)CC1,-4
Cn1c(SCC(=O)N2CCCc3ccccc32)nnc1-c1ccco1,-4
CCCn1c(SCC(=O)c2ccc(OC)c(OC)c2)nc2c1c(=O)n(C)c(=O)n2C,-4
NS(=O)(=O)c1ccc(-n2nncc2C23CC4CC(CC(C4)C2)C3)cc1,3
CN(C)C(=O)N1CCC(C(=O)NCc2ccccc2Cl)CC1,4
Cc1cc(C)nc(NS(=O)(=O)c2ccc(NC(=O)c3ccc4c(c3)OCO4)cc2)n1,10

Next results:
esBAF inh	smiles
-1	O=C1Nc2ccc(S(=O)(=O)N3CCCC3)c3cccc1c23
-4	CS(=O)(=O)N(CCc1ccccc1)CC(=O)NCc1ccccn1
-4	COCCNC(=O)CSc1nc(-c2ccc(OC)c(OC)c2)cc(C(F)(F)F)n1
2	O=C(CSc1c2c(nc3ccc(Cl)cc13)CCCC2)NCc1ccco1
38	O=C(Nc1cccc(-c2cnc3ccccc3n2)c1)c1ccco1
-39	COC(=O)c1ccc2c(c1)C(C)(C)C(/C=C/c1ccc(OC)c(OC)c1OC)=[N+]2C
0	O=C1C(Cl)=C(N2CCC(C(=O)O)CC2)C(=O)c2ccccc21
8	O=C(NC1CCCCC1)NC1CC2CCC(C1)N2Cc1nnnn1Cc1ccc2c(c1)OCO2 (centres undefined)
-10	COCCn1c(COc2ccccc2)nnc1SCC(N)=O
7	C=CCn1c(SCC(=O)N2CCc3ccccc3C2)nc2ccccc2c1=O
-2	O=C(NCCCN1CCCC1=O)c1cc(=O)c2ccccc2o1
10	O=C(CSc1nc2cc(Cl)ccc2o1)c1cccs1
-88	CCOc1ccc(-c2nc(CSCC(=O)NCCN3CCOCC3)c(C)o2)cc1
-28	FC(F)(F)c1nc(N2CCCC2)ncc1-c1nnnn1-c1ccc(Cl)cc1
5	CC1(C)Cc2ccccc2C(=O)N1
-4	COc1ccc(-c2ncncc2-c2csc(C)n2)c(O)c1OC
9	Cc1onc(-c2ccccc2)c1C(=O)N1CC(C)OC(C)C1 (centres undefined)
16	Cc1cc(OCC(=O)O/N=C(\N)c2ccccc2)cc(C)c1Cl
0	COCc1cc(=O)n2[nH]c(SCc3ccccc3)nc2n1
-5	COc1ccccc1NC(=O)CSc1nc2nc(C)cc(C)c2c(=O)[nH]1
-5	CN(C(=S)NC(=O)CCCOc1ccc(Cl)cc1Cl)c1ccccc1
-3	Cc1ccc(NC(=O)CSc2nnc(-c3ccc(S(=O)(=O)N4CCCC4)cc3)o2)cc1C
32	COc1ccc2c(c1OC)C(=O)N(c1cccc(C)c1)C2=O
2	O=C(NCC1c2ccccc2CCN1C(=O)CN1CCOCC1)C1CCCCC1 (centres undefined)
-8	O=C(O)CCC(=O)Nc1ccc(S(=O)(=O)N2CCCC2)cc1

esBAF inh: entries above that show a hit.
esBAF inh	smiles
59*	O=C(COc1ccc(Cl)cc1Cl)NC(=O)N1CCCCC1

Continued:
esBAF inh	smiles
-1	CC(=O)c1cccc(S(=O)(=O)N(CCCO)Cc2cc3ccc(C)cc3[nH]c2=O)c1
1	N=C1S/C(=C\c2ccc(O)cc2)C(=O)N1c1ccc(F)cc1
-4	CC(=O)c1ncnn1CC(=O)c1ccc(Cl)cc1Cl
-4	COc1ccc(CNC(=O)C(C#N)c2nc3ccccc3nc2N2CCN(C)CC2)cc1 (centres undefined)
1	COc1ccccc1NC(=O)COc1ccc(/C=N/NC(=O)CSCc2ccc(Cl)cc2)cc1
-3	COc1cc(OC)c(C2C3=C(CCCC3=O)Nc3nc4ccccc4n32)cc1OC (centres undefined)
-12	CN(C(=O)COC(=O)c1ccccc1Nc1ccccc1)C1CCS(=O)(=O)C1 (centres undefined)
-4	COCCCN1C(=O)C(=O)/C(=C(/O)c2ccccc2)C1c1ccc2c(c1)OCO2 (centres undefined)
-3	CCN(CC(=O)NC1CCS(=O)(=O)C1)c1nc(-c2cccnc2)nc2ccccc12 (centres undefined)
-6	COC(=O)C1=C(C)NC(=O)/C1=C\c1cc(C)n(-c2cc(C)cc(C)c2)c1C
4	O=C(COC(=O)c1ccccc1-c1ccccc1[N+](=O)[O-])c1ccccc1
-7	CCCc1nnc(SCC(=O)Nc2ccc(OC)cc2)n1N
2	CCOC(=O)c1ccc(Oc2nc(NC)nc(OC)n2)cc1
-9	COc1cc2ccccc2c2c1CCCC2=O
5	Cc1ccc2[nH]c3c(NCCCN4CCCC4=O)ncnc3c2c1
3	CC(O)CNCCNCc1c(OCc2ccccc2)ccc2ccccc12 (centres undefined)
2	C=CCNc1nc(N)c([N+](=O)[O-])c(NCc2ccccc2)n1
-5	Cc1cc(C)c(C#N)c(Oc2ccc(F)cc2)n1
10	Cc1cc(NC(=O)CCC2CCCCC2)no1
-50	O=C1C(Br)=C(c2ccccc2)C(c2ccccc2)=C1c1ccccc1
2	Cc1cccc(C)c1OCC(=O)NNC(=O)c1ccoc1C
-7	O=C(O)C1CC1c1ccc(Br)cc1 (centres undefined)
-20	CCOC(=O)C1CCN(C(=O)COc2ccc(Cl)cc2Cl)CC1
-4	Cc1ccc(C)c(NC(=O)Cn2c([N+](=O)[O-])cnc2C)c1
-3	CCOC(=O)Nc1cc2c(C)cc(=O)oc2cc1C
22	COc1cc(NC(=O)Nc2ccccc2)c(OC)cc1NC(=O)CN1CCCCC1
3	Cc1cc(=O)oc2cc(OCC(=O)OCC(=O)N3CCc4ccccc43)ccc12
20	Cc1ccc(NC(=O)c2ccccc2O)cc1
47*	C/C(=N\NC(=O)c1ccc(Br)cc1)c1ccccc1
8	O=C(NCCCN1CCOCC1)c1cc2c(s1)CCCC2
9	COc1ccc(-n2[nH]c(C)cc2=O)cc1
52*	O=C(CNc1ccccc1)Nc1ccc(F)cc1
6	Cc1cc(C(F)(F)F)nn1CC(=O)N1CCCCC1C (centres undefined)
5	C1=Nc2c(NCc3ccccc3)ncnc2Oc2ccccc21
42*	c1ccc(CSc2nnc(-c3cccnc3)o2)cc1
-10	CCCCCC(O)CCc1n[nH]c(=S)n1-c1ccccc1 (centres undefined)
4	COc1ccc(-n2nnc3c(SCC(=O)NCC4CCCO4)ncnc32)cc1 (centres undefined)
-11	CCOc1ccc(C2Nc3cccc4cccc(c34)N2)cc1OC
6	COc1cc2ccccc2cc1C(=O)Nc1ccc(S(=O)(=O)Nc2cc(C)on2)cc1
-2	CCOC(=O)COc1ccc(S(=O)(=O)Nc2ccc(C)cc2)cc1
5	CN(C)c1ccc(/C=N\NC(=O)c2ccc(Cn3cc(Cl)cn3)cc2)cc1
-7	COC(=O)C(O)(CC(=O)Nc1ccc(Cl)cc1F)C(F)(F)F (centres undefined)
-21	Cc1ccnc(SCC(=O)Nc2sc3c(c2C#N)CCCC3)n1
23	CCN1C(=O)C(C(=O)Nc2ccc(OC)cc2)C2CC1(C)Oc1ccccc12 (centres undefined)
-1	CCCC(=O)N1CC2(CCC)CN(C(=O)CCC)CC(CCC)(C1)C2=O
-5	CN(C)c1nc(SCC#N)nc(N2CCOCC2)n1
17	Nc1cccc(Nc2nc(OC(C(F)(F)F)C(F)(F)F)nc(OC(C(F)(F)F)C(F)(F)F)n2)c1
-10	Cc1ccc2c(c1C)NC(=O)C2(O)CC(=O)c1ccc2c(c1)OCO2 (centres undefined)
4	COc1cccc(NC(=O)CNS(=O)(=O)c2ccc3nc(C)sc3c2)c1
-4	Cc1nn(C)c(Oc2cccc(Cl)c2)c1C(=O)Nc1ccc(F)cc1F

Carrying on.
esBAF inh	smiles
3	O=C(NCc1ccccn1)c1cccs1
12	COc1cccc(-n2nc3c(=S)[nH]nc(C)c3c2C)c1
2	CS(=O)(=O)N(CC(=O)Nc1ccccc1Sc1ccccc1)c1ccc(F)cc1
-2	C(=N\c1nc2ccccc2n1CCN1CCCCC1)/c1cccs1
-7	O=C(Nc1ccccc1N1CCOCC1)c1cc(-c2ccco2)nc2ccccc12
-9	COc1ccc(C(=O)C(CN2CCOCC2)c2ccccc2)cc1F (centres undefined)
8	CC(C(=O)NC1CCCC1)N(Cc1ccco1)C(=O)c1snc(C(=O)NC2CCCC2)c1N (centres undefined)
3	CCCCCC1CC(=O)N(Cc2ccc(Cl)cc2)C(=O)N1 (centres undefined)
-1	O=C(c1coc(=O)c(Br)c1)N1CCOCC1
-3	CC(C)N(Cc1cc2ccccc2[nH]c1=O)C(=O)C1CCCCC1
32	O=C(/C=C/Nc1ccccc1)c1ccc(Oc2ncccn2)cc1
1	C=CCn1c(=N)c(C#N)cc2c(=O)n3ccccc3nc21
-9	CCOc1cccc(NC(=O)C2CC(=O)N(C)C(=Nc3ccccc3)S2)c1 (centres undefined)
-1	CC(C)C[C@H](NC(=O)OC(C)(C)C)C(=O)N1CCC(C(=O)N[C@@H](Cc2ccccc2)C(=O)O)CC1
-4	O=C(O)CSCc1c(F)cccc1Cl
3	N#CC12C(N)=NC3(OCCO3)C1(C#N)C1=C(CCC1)NC2c1ccccc1 (centres undefined)
5	O=C(O)C1C2C=CC(O2)C1C(=O)NC1CCCc2ccccc21 (centres undefined)
-9	O=C(Cn1cnc2ccccc21)NCCCN1CCOCC1
-8	Cc1ccc(C(=S)NCS(=O)(=O)c2ccc(C)cc2)cc1
-4	Cc1cnc(NC(=O)CSc2nnc(Cc3ccccc3)n2C)s1
6	O=C(NNC(=O)c1ccccc1Br)c1ccc(Cl)c(Cl)c1
-4	O=C(CN1C(=O)C2(OCCO2)c2ccccc21)c1ccc(Cl)cc1
-14	COc1ccc(OC)c(C2C(C#N)=C(N)Oc3c2c(C)nn3-c2cccc(Cl)c2)c1 (centres undefined)
-1	Cc1ccc(-c2nnc(CSc3nc(C(C)C)nc4sc(C)c(C)c34)o2)cc1
-8	O=c1[nH]c2ccccc2nc1Cc1ccccc1

Among those listed so far, these have a cyano group:
esBAF inh	smiles
-7	CC1=C(C#N)C(=O)OC(C)(C)C1
-4	COc1ccc(CNC(=O)C(C#N)c2nc3ccccc3nc2N2CCN(C)CC2)cc1 (centres undefined)
-5	Cc1cc(C)c(C#N)c(Oc2ccc(F)cc2)n1
-21	Cc1ccnc(SCC(=O)Nc2sc3c(c2C#N)CCCC3)n1
-5	CN(C)c1nc(SCC#N)nc(N2CCOCC2)n1
1	C=CCn1c(=N)c(C#N)cc2c(=O)n3ccccc3nc21
3	N#CC12C(N)=NC3(OCCO3)C1(C#N)C1=C(CCC1)NC2c1ccccc1 (centres undefined)
-14	COc1ccc(OC)c(C2C(C#N)=C(N)Oc3c2c(C)nn3-c2cccc(Cl)c2)c1 (centres undefined)

Another view of 4 compounds above.
> O=C(NNC(=O)c1ccccc1Br)c1ccc(Cl)c(Cl)c1
  esBAF inh: 6
> O=C(CN1C(=O)C2(OCCO2)c2ccccc21)c1ccc(Cl)cc1
  esBAF inh: -4
> COc1ccc(OC)c(C2C(C#N)=C(N)Oc3c2c(C)nn3-c2cccc(Cl)c2)c1 (centres undefined)
  esBAF inh: -14
> Cc1ccc(-c2nnc(CSc3nc(C(C)C)nc4sc(C)c(C)c34)o2)cc1
  esBAF inh: -1

Continuation:
esBAF inh	smiles
-3	COc1ccc(S(=O)(=O)N(C)CC(=O)Nc2ccc3c(c2)OCO3)cc1
-4	Cc1cccc(OCC(=O)Nc2nc3ccc([N+](=O)[O-])cc3s2)c1
3	Cc1ccc(-n2c(SCC3CCCCO3)nnc2-c2ccco2)cc1 (centres undefined)
1	CCn1c(O)c(N=NC2=NC(=O)CS2)c2ccccc21
-2	Cc1nn(C)cc1CNC(=O)c1ccccc1Br
6	Cc1cc(C)c(N(C(=O)Cn2nnc3ccccc32)C(C(=O)NC(C)(C)C)c2ccsc2)c(C)c1 (centres undefined)
7	COc1cc(S(=O)(=O)N2CCCCC2)ccc1NC=O
-7	COC(=O)c1ccccc1NC(=O)Nc1cc(C)cc(C)n1
-6	COc1ccc(N2CCN(Cc3nc(-c4ccc(Cl)cc4Cl)no3)CC2)cc1
-9	Cc1ccc(C)n1Cc1ccc(C(=O)O)cc1
-8	Cc1cc(=O)oc2cc(NC(=O)CCCC(=O)O)ccc12

High-throughput results from PubChem.
